Screening results: PubChem, National Center for Advancing Translational Sciences (NCATS)
p53ts 32C tox: p53ts cell cytotoxicity, permissive temperature; Potency, µM (doses to about 46.1 µM), without a hit: at the highest dose activity change, negative = cytotoxicity, usual class: cytotoxic; actives 0.93% (n = 130,000); H1299-p53A138V at 32C, ATP luminescence viability, 24 h;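 further: 0% = DMSO and -100% = full killing by reference compound; nearly all actives have a fitted effect of over 55% in size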
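Cells: H1299 p53ts (A138V), 600/well, pre-incubated 16–30 h at 37C. Cpd up to 46 uM, 24 h, 32C. Readout: ATPlite luminescence, 20 min RT. Normalization: DMSO vs tamoxifen 100 uM. AC50 by Hill equation.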
Imprint erasure: inducers of genomic imprint erasure in mouse ES cells; mouse ES Peg3-LacZ reporter, beta-gal luminescence, 40 h; Potency, µM (top dose mostly 60.7 µM), without a hit: at the top dose activity change, positive = activation, hits mostly activators; actives 0.02% (n = 110,000); AID 1948;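 further: 0% = negative control wells on the plate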
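Gelatin-coated wells received 300 freshly trypsinized female ES cells with a Peg3LacZ-Neo reporter on the maternal allele, then incubated 40 hours at 37C. BetaGlo was added for 5 minutes at room temperature before a single luminescence read.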
p53ts 39C tox: cytotoxicity in p53ts cells at nonpermissive temperature | H1299-p53A138V viability at 39C, ATP luminescence, 24 h | Potency, µM (titrated, usually from 46.1 µM), inactives show top-dose activity change, negative = cell killing, actives largely listed as cytotoxic | actives 1.5% (n = 130,000); further: nearly all actives have a fitted effect of over 55% in size
IkB sig inh: suppresses IkB signaling in ABC-DLBCL reporter cells. ABC-DLBCL IkBa-CBG/CBR dual luciferase ratio, 4 h; response scale: scaled: untreated 0%, proteasome inhibitor 100%. Potency, µM (doses to about 57.1 µM), for inactives: at the highest dose IkBa stabilization activation. actives 0.04% (n = 110,000). AID 445; active means well fitted curve in the direction sought with a large enough effect in the signal ratio, not every such curve was filed as active; inconclusive means small, poorly fitted or top-dose-only effect, or a change in a side signal; the % refers to the signal ratio;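 further: the direction sought is a rising ratio; 0% = basal untreated cells and 100% = reference inhibitor full response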
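In this assay, an IκBα–CBG68 fusion accumulates when IKK-driven degradation is blocked; native CBR normalizes for cell number. OCI-Ly3 cells were treated 4 h with compound and doxycycline, then green and red light read after Chroma-Glo addition.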
* = called active by the depositor; ? = inconclusive; / = no result given; [ ] = another dose, or the depositor's remark. Unless noted, the call rests on the fitted dose curve; in most records, active means well fitted curve in the direction sought with a large enough effect; inconclusive means small, poorly fitted or top-dose-only effect, or another doubt; inactive means no such curve, though single readings can be large; an effect the other way counts as inactive or inconclusive. Unless noted, on the % scale 0 is the no-effect control and ±100 the full control effect; potency means the concentration at half of the fitted maximal effect.

SMILES	p53ts 32C tox	Imprint erasure	p53ts 39C tox	IkB sig inh
COc1ccc(OCc2ccc(-c3nc(C#N)c(N4CCC(C)CC4)o3)o2)cc1	5%	-17%[10.9 µM]	26%	-2.5%
COc1ccccc1NC(=O)CSC1=Nc2ccccc2C2=NC(CC(=O)NCc3ccc4c(c3)OCO4)C(=O)N12 (stereo unspecified)	6%	-8%[10.9 µM]	-13%	?
COc1ccc(CCNc2nc(-c3ccc(OC)c(OC)c3)cc(C(F)(F)F)n2)cc1OC	22%	-12%[10.9 µM]	5%	?
CCOc1ccc(N(CC)S(=O)(=O)c2cc(Br)cc3c2N(C(C)=O)C(C)C3)cc1 (stereo unspecified)	2%	-18%[10.9 µM]	22%	?
Cc1ccc(Cn2c(SCc3ccc(C(=O)N4CCCCC4)cc3)nc3ccncc32)cc1	18%	-12%[10.9 µM]	-6%	?
COC(=O)c1ccc(OC)c(Cn2c(=O)n(-c3ccc(C)cc3)c(=O)c3c2cnn3C)c1	3%	5%[10.9 µM]	23%	?
Cc1c(C(=O)NCc2cccc(Cl)c2)sc2nc3n(c(=O)c12)CCCC3	-3%	-4%[10.9 µM]	-17%	?
CCCN1Cc2cccc(C(=O)NCc3cccs3)c2C1=O	-8%	-8%	-4%	0.2%
Cc1ccc(C(=O)c2sc(Nc3ccccc3)c(S(=O)(=O)c3ccccc3)c2N)c(C)c1	8%	-19%[10.9 µM]	13%	-0.2%
COc1ccc(C(=O)N2CC3(C)CC2CC(C)(C)C3)cc1OC (stereo unspecified)	2%	/	13%	/
Cc1ccc(-c2nc(CSc3nncn4c3cc3occc34)c(C)o2)cc1	-4%	-15%[10.9 µM]	-3%	?
COc1cccc2c1[C@H](CO)N1[C@H](C#N)[C@@H]3C[C@H](C(=O)O)[C@@H]([C@@H]1C2)N3C	3%[9.22 µM]	-41%[inhibitor][10.9 µM]	-17%[9.22 µM]	?
COc1cc([C@H](O)CO)ccc1O	3%	/	13%	-2.3%
Cc1ccccc1-c1nc2ccccc2[nH]1	-14%	/	7%	/
CC(=O)N=c1sc2cc(C)ccc2n1C	-6%	-17%	0%	12%
COc1ccc(Nc2cc(C)nc(-n3nc(C)cc3C)n2)cc1Cl	?	-22%[10.9 µM]	?	4.8%
CCC(=O)n1nc(-c2ccc(Cl)cc2)nc1SC	10%	/	17%	/
CCOc1ccc(NC(=O)CN2CCSc3ccc(S(=O)(=O)N4CCCC4)cc32)cc1	-3%	-19%[10.9 µM]	-12%	?
O=[N+]([O-])c1cc(-c2nc(-c3cccnc3)no2)ccc1NCc1ccccc1	-6%	7%[10.9 µM]	-7%	2.6%
CCOc1ccc(NC(=O)CN2CCN(CC(=O)Nc3ccc(C(=O)OC)cc3)CC2)cc1	3%	?	7%	0.4%
CCCCCCCCC1CO1 (stereo unspecified)	-18%[1.84 µM]	1%	1%	1.2%
Cc1cc(Nc2cccc(C)c2C)n2ncnc2n1	1%	0%	5%	1.1%
O=C(c1cc2ccccn2n1)N1CCN(c2cccc(C(F)(F)F)c2)CC1	2%	-16%	2%	-0.3%
CCOc1ccc(CNS(=O)(=O)c2ccc3c(c2)CCCN3C(C)=O)cc1	4%	7%[10.9 µM]	-27%	-0.9%
Cc1ccc(-c2nc(C)c(CCNC(=O)C(=O)Nc3ccc4c(c3)OCCO4)s2)cc1	-4%	-13%[10.9 µM]	-30%	-1.3%

The last 2 entries of the part before lead into the next.
SMILES	p53ts 32C tox	Imprint erasure	p53ts 39C tox	IkB sig inh
CCOc1ccc(CNS(=O)(=O)c2ccc3c(c2)CCCN3C(C)=O)cc1	4%	7%[10.9 µM]	-27%	-0.9%
Cc1ccc(-c2nc(C)c(CCNC(=O)C(=O)Nc3ccc4c(c3)OCCO4)s2)cc1	-4%	-13%[10.9 µM]	-30%	-1.3%
Cc1ccc(CCNC(=O)C2CCN(S(=O)(=O)N3CCCC3)CC2)cc1	0%	7%	13%	-3.5%
CCn1cc(C2=NC(c3ccccc3)CO2)c2ccccc21 (stereo unspecified)	20%	-16%	-20%	?
O=C(O)c1[nH]c2ccc(Cl)cc2c1CC(=O)N1CCN(c2ccccc2)CC1	-15%	15%	-6%	6.6%
COc1ccc(N2CCN(S(=O)(=O)c3ccc(OC)cc3)CC2)cc1	4%	-12%	4%	3.0%
COc1ccc(CCNC(=O)c2cc(=O)c3ccc(C)cc3o2)cc1OC	-4%	6%[10.9 µM]	-6%	?
CCOC(=O)c1cc(-c2ccccc2)n(CCCC(=O)Nc2ccc(C(C)C)cc2)c1C	2%	-18%[10.9 µM]	-11%	?
CC(C)NC(=O)CSc1nnc(-c2ccc(C(C)(C)C)cc2)n1C	-17%	-10%	-9%	1.2%
CC(=O)N(Cc1cc(=O)[nH]c2ccccc12)c1ccc(C)cc1	1%	-14%	2%	4.2%
O=C(O)c1ccccc1C(=O)NCc1ccccc1	-7%	-5%	1%	4.7%
CCn1c(SCC(=O)O)nnc1-c1ccccc1	-8%	-5%	5%	0.6%
CCCn1c2c(c(O)c(C(=O)Nc3ccccn3)c1=O)CCCC2	10%	-3%	7%	-0.3%
CC1(C)CC(=O)C2=C(C1)OC(N)=C(C#N)C2CCc1ccccc1 (stereo unspecified)	-3%	7%	0%	-1.3%
COc1ccc(CCNC(=O)NC2CCCCC2)cc1OC	8%	-13%	5%	1.0%
O=C(NCc1ccccc1Cl)c1ccc(CSCc2cccc(F)c2)o1	11%	-13%[10.9 µM]	-10%	?
Cc1ccc(NC(=O)CSc2nnc(C)c(=O)[nH]2)cc1	-2%	-10%[10.9 µM]	14%	-1.2%
C=CCOc1nc(N2CCCC2)nc(N2CCCC2)n1	30%	-7%	-3%	-2.2%
COc1cccc(C(=O)CSc2nnc(-c3cccs3)o2)c1	-9%	/	4%	5.1%
O=C1COC(c2ccccc2O)=NN1CCCN1CCCC1	4%[9.22 µM]	-5%[10.9 µM]	1%[9.22 µM]	1.3%[11.4 µM]
CCOC(=O)C1=C(Nc2cccc(Cl)c2)OCC1=O	-3%	/	4%	/
CCCc1[nH]nc2c1C(Cc1ccccc1)C(C#N)=C(N)O2 (stereo unspecified)	4%	/	4%	-1.0%
CC(=O)c1c(C)[nH]c(C(=O)OCC(=O)NCCc2ccc(F)cc2)c1C	3%	-15%	-10%	2.1%
CC(C)n1cc(/C=C2/NC(=O)N(c3cccc(Cl)c3)C2=O)c2ccccc21	6%	/	-3%	/
CC(C)C(C(=O)NC1CCCCC1)N(CC1CCCO1)C(=O)CNS(=O)(=O)c1ccc(F)cc1 (stereo unspecified)	-1%	1%	6%	0.3%
CC(C)CN1C(=O)c2ccc(C(=O)Nc3ccncc3)cc2C1=O	-3%	-20%	-1%	7.0%
Cc1cccc(C)c1NC(=O)Cn1c(=O)n(Cc2ccco2)c(=O)c2ccc(C(=O)NC3CCCC3)cc21	5%	5%[10.9 µM]	?	3.0%

Next records
SMILES	p53ts 32C tox	Imprint erasure	p53ts 39C tox	IkB sig inh
CCOc1cc(C(=O)Nc2ccc(N3CCN(S(C)(=O)=O)CC3)cc2)cc(OCC)c1OCC	0%	16%	17%	-0.9%
Cc1ccccc1OCC(=O)N(Cc1cccs1)C1CCS(=O)(=O)C1 (stereo unspecified)	4%	-10%	8%	12%
COc1ccc(-c2cc3ccc(O)c(CN4CCN(C)CC4)c3oc2=O)cc1OC	-8%	-4%[10.9 µM]	-12%	2.6%
Cc1ccc(CNC(=O)CN2CCN(Cc3ccc(F)cc3Cl)C2=O)cc1	11%	-4%[10.9 µM]	-10%	?
COc1ccc(C(=O)NCc2nc(-c3cccc(C)c3)no2)cc1OC	21%	-8%[10.9 µM]	-3%	1.7%
CC(C)C(=O)N(Cc1cc(=O)[nH]c2ccccc12)c1ccccc1	5%	-8%	6%	9.7%
Cn1c(=O)oc2cc(S(=O)(=O)N3CCCC(C(=O)NCc4ccccc4Cl)C3)ccc21 (stereo unspecified)	-2%	-13%[10.9 µM]	-19%	-0.2%
Cc1ccc2c(Cl)cc(Cl)c(O)c2n1	-4%	-1%	13%	/
O=C(Nc1cccc(F)c1)c1ccc2c(c1)N(Cc1ccccc1)C(=O)c1ccccc1S2(=O)=O	6%	-5%[10.9 µM]	-14%	?
c1coc(-c2nc(-c3ccco3)c(-c3ccco3)nc2-c2ccco2)c1	-22%	-5%	-19%	?
CCOc1ccc(CCNC(=O)Cn2ccc3cc(S(=O)(=O)N4CCCCC4)ccc32)cc1	7%	6%[10.9 µM]	-5%	?
COc1ccc(C(=O)Nc2ccccc2)cc1S(=O)(=O)Nc1ccc(Br)cc1	1%	-14%[10.9 µM]	9%	?
CCCCc1nn2c(=O)cc(COC(=O)CNC(=O)COc3ccc(C)cc3)nc2s1	-3%	16%[10.9 µM]	-12%	-1.9%
COc1cc2c(C=O)c3c4c(cc(OC)c(OC)c4c2cc1OC)CCN3C	?	-19%	16µM*	/
COc1ccc(-c2n[nH]c(=S)n2/N=C/C=C/c2ccccc2OC)cc1	23%	/	12%	/
CC1CCN(CC2CCN(C(=O)NCc3ccc(F)cc3)CC2)CC1	10%	-17%[10.9 µM]	-17%	0.2%
CCOc1cc2sc(N3CCC(C(=O)Nc4ccc(C)cc4C)CC3)nc2cc1Br	-13%	?	?	?
COc1ccc(C(=O)c2coc3ccc(O)c(CN4CCCC4)c23)cc1	-11%	-5%	-13%	-2.4%
Nc1nc(NCc2cccs2)nn1-c1ccccc1	6%	-18%	1%	?
CCOC(=O)c1c(C)[nH]c(C(=O)CSc2nc3ccccc3o2)c1C	-5%	-9%	-9%	-0.9%
Cc1cc(C)c(C)c(S(=O)(=O)NCc2ccco2)c1C	8%	1%	-1%	3.2%
COc1ccc(NC(=O)CNC(=O)Cn2c(C)cc3ccccc3c2=O)c(OC)c1	0%	14%[10.9 µM]	28%	2.9%
O=C(NCc1cccnc1)c1ccc(COc2ccc3c(c2)CCC3)o1	-13%	-11%	-10%	?
Cc1ccc2c(c1)N(CC(=O)NCCc1ccccc1)C(=O)CO2	10%	-9%[10.9 µM]	5%	-1.2%
N=c1n(CC(=O)c2ccc([N+](=O)[O-])cc2)c2ccccc2n1Cc1ccc(Cl)cc1	2%	/	-21%	/

The list goes on; it opens with the 2 that closed the last part.
SMILES	p53ts 32C tox	Imprint erasure	p53ts 39C tox	IkB sig inh
Cc1ccc2c(c1)N(CC(=O)NCCc1ccccc1)C(=O)CO2	10%	-9%[10.9 µM]	5%	-1.2%
N=c1n(CC(=O)c2ccc([N+](=O)[O-])cc2)c2ccccc2n1Cc1ccc(Cl)cc1	2%	/	-21%	/
O=C(NCc1ccc(F)cc1)c1cccc(N2CCCS2(=O)=O)c1	-6%	-11%[10.9 µM]	-9%	-0.8%
Cc1ccc(Cl)cc1N1CCN(C(=O)c2cnn(-c3ccc(Cl)cc3)c2C2CCNCC2)CC1	-12%	-3%[10.9 µM]	0%	?
CCC(=O)Nc1nnc2n1CCS2	13%	6%[10.9 µM]	0%	0.2%
O=C(Nc1nc2ccccc2s1)c1ccc(S(=O)(=O)N2CCCC2)cc1	-1%	15%[10.9 µM]	-14%	?
O=C(Nc1cccc(F)c1)C1CC(=O)N(c2ccc(Cl)cc2)C1 (stereo unspecified)	3%	-11%	1%	0.7%
Cc1ccc(-n2ccnc(NCCc3ccc(S(N)(=O)=O)cc3)c2=O)c(C)c1	-11%	-10%[10.9 µM]	-6%	?
Cc1ccc(CSc2ccc3nnc(CCNS(=O)(=O)c4ccc(C)cc4)n3n2)cc1	-3%	25%[10.9 µM]	-23%	0.9%
O=C(c1cnc(N2CCCCC2)c2ccccc12)N1CCN(c2cccc(Cl)c2)CC1	-3%	-13%[10.9 µM]	-31%	?
COc1ccc(C2=C(C)C(=O)N(Cc3ccc(C(=O)NC(C)c4ccccc4)cc3)S2(=O)=O)cc1 (stereo unspecified)	3%	-4%[10.9 µM]	6%	?
CCN(CC)S(=O)(=O)c1ccc2c(c1)c(=O)c(C(=O)N1CCc3ccccc3C1)cn2C	1%	-13%	-10%	2.7%
CCOc1cccc(OCCCn2c(-c3ccc(Br)cc3)nc3ccccc3c2=O)c1	1%	16%[10.9 µM]	0%	2.6%
Cc1nc2c3ccccc3nc(NNC(=O)CCC(=O)N3CCN(c4cccc(Cl)c4)CC3)n2n1	8%	5%[10.9 µM]	-18%	-0.2%
